Screening data deposited in PubChem BioAssay by NCI.
NCI-60 one-dose screen, 48 h, at 10 µM unless noted. Numbers give growth in % (100 = growth as untreated, 0 = no growth, -100 = all killed).
NCI-H460 = NCI-H460 lung cancer; hit rate 6.8% among 82,000; AID 1794736
IGROV1 = IGROV1 ovarian cancer; hit rate 4.7% among 79,000
NCI-H226 = NCI-H226 lung cancer; hit rate 3.5% among 79,000
NCI-H522 = NCI-H522 lung cancer | hit rate 8% among 78,000
NCI/ADR-RES = NCI/ADR-RES ovarian cells; hit rate 4.4% among 81,000; AID 1794790
SK-OV-3 = SK-OV-3 ovarian cancer cells | hit rate 3.2% among 80,000
OVCAR-4 = OVCAR-4 ovarian cancer cells. hit rate 3.7% among 80,000
NCI-H23 = NCI-H23 lung cancer. AID 1794731. hit rate 4% among 80,000
NCI-H322M = NCI-H322M lung cancer | hit rate 2.7% among 80,000 | AID 1794733
Numbers without * were called inactive; . = not tested or not shown; & = joins results of further samples. The calls were made as follows: active = growth percent below 10; inactive = the rest. Only part of the results is shown, so the mix of outcomes need not match the whole.

The line under a structure holds: NCI-H522	NCI-H226	NCI/ADR-RES	SK-OV-3	OVCAR-4	IGROV1	NCI-H322M	NCI-H460	NCI-H23
1: O=P(NC1CCCCC1)(Oc1ccccc1)Oc1ccccc1
  84	95	90	93	90	87	104	109	93
2: Nc1ccc(Oc2ccc(N)cc2)cc1
  .	97	109	97	103	92	101	105	109
3: O=[N+]([O-])c1cccc(S(=O)(=O)F)c1
  103	106	109	113	108	128	132	116	105
4: O[C@H](CN1CC1)[C@@H](O)CN1CC1
  94	80	56	50	93	94	103	16	66
5: CC(C)NC(C)(C)C(=O)c1ccccc1
  95	100	95	111	121	104	107	95	97
6: O=[N+]([O-])c1cc(Cl)c(O)c(Cl)c1
  85&88	103&97	103&105	99&110	102&121	111&102	113&124	101&102	108&110
7: CC[C@H](C)[C@H](NC(=O)c1ccccn1)C(=O)N(C)[C@H](C[C@@H](OC(C)=O)c1nc(C(=O)N[C@@H](Cc2ccccc2)C[C@H](C)C(=O)OC)cs1)C(C)C
  -34*	25	16	41	48	28	58	9.1*	28
8: COc1cc(/C=C/[N+](=O)[O-])c([N+](=O)[O-])cc1OC
  -90*	16	13	103	6.4*	-16*	110	76	80
9: COc1cccc(C=O)c1OC
  .	106	113	102	107	116	124	121	109
10: CN=CNc1ccc(C)cc1C
  92	110	109	104	115	99	105	112	99

Entries of single compounds as entered above.
Nc1ccc(Oc2ccc(N)cc2)cc1 in the list: NCI-H522: .; NCI-H226: 97; NCI/ADR-RES: 109; SK-OV-3: 97; OVCAR-4: 103; IGROV1: 92; NCI-H322M: 101; NCI-H460: 105; NCI-H23: 109
O=[N+]([O-])c1cccc(S(=O)(=O)F)c1 in the list: NCI-H522: 103; NCI-H226: 106; NCI/ADR-RES: 109; SK-OV-3: 113; OVCAR-4: 108; IGROV1: 128; NCI-H322M: 132; NCI-H460: 116; NCI-H23: 105

Next records follow.
The line under a structure holds: NCI-H522	NCI-H226	NCI/ADR-RES	SK-OV-3	OVCAR-4	IGROV1	NCI-H322M	NCI-H460	NCI-H23
11: COC(=O)[C@]12CCC(C)(C)C[C@H]1[C@H]1C(=O)C[C@@H]3[C@@]4(C)C[C@@]5(CC(C)(C)[C@@H]4CC[C@@]3(C)[C@]1(C)CC2)OO[C@@](C)(C(F)(F)F)O5
  77	86	99	103	81	98	109	101	89
12: C/C(CC(C)(C)N1CC1)=N\O
  93&110	98&119	104	100&112	112&110	104&107	115&122	108&106	101&106
13: CNC(=O)Oc1cc(C)c(OC(=O)NC)cc1C
  93	109	98	104	106	95	.	103	96
14: C/C1=C\[C@H](C)C[C@H](C)OC(=O)C[C@H](c2ccc(O)cc2)NC(=O)[C@@H](Cc2c(Br)[nH]c3ccccc23)N(C)C(=O)[C@H](C)NC(=O)[C@@H](C)C1
  -62*	-6.9*	-22*	-21*	-55*	-79*	8.8*	-13*	-4.2*
15: COC(=O)[C@@H](C)C[C@H](Cc1ccccc1)NC(=O)c1nc([C@@H](C[C@H](C(C)C)N(C)C(=O)[C@@H](NC(=O)[C@H]2CC(=O)CCN2C)C(C)C)OC(C)=O)sc1C(C)C
  -30*	-25*	54	29	46	14	30	3.4*	27
16: CC1(C)N=C(N)N=C(N)N1c1ccc(OCCCNC(=O)Nc2cccc(S(=O)(=O)F)c2)c(Cl)c1
  35	50	101	79	93	37	67	23	38
17: CCOC(=O)N(C(C)C)[N+](=O)[O-]
  .	94	115	107	114	116	104	109	106
18: CO[C@@H]([CH2][Hg][S]C#N)[C@@H]([CH2][Hg][S]C#N)OC
  48	106	94	119	95	64	101	127	92
19: O=C(O)C(Br)C(Br)C(=O)O (configuration not stated)
  115	99	103	97	107	100	95	107	97
20: COc1ccc(-c2nc3c(s2)CC[C@@]2(C)C3=CC[C@H]3[C@@H]4CC[C@H](O)[C@@]4(C)CC[C@@H]32)cc1
  100	101	102	97	97	104	100	100	98

(continued)
The line under a structure holds: NCI-H522	NCI-H226	NCI/ADR-RES	SK-OV-3	OVCAR-4	IGROV1	NCI-H322M	NCI-H460	NCI-H23
21: C1=C2CN3CCC45c6ccccc6N6CCC(OC1)C(C2CC34)C65 (configuration not stated)
  88	97	96	103	106	108	102	105	89
22: COc1cc(C=C(Br)Br)cc2c1OCO2
  98	105	102	125	110	98	95	105	94
23: O=C1CNC(c2cccnc2)N1O (configuration not stated)
  84	95	104	95	114	100	91	108	108
24: C/C(CCl)=N/NC1=NC(C)(CCC2(C)N=C(N/N=C(/C)CCl)SP2(=O)NC23CC4CC(CC(C4)C2)C3)P(=O)(NC23CC4CC(CC(C4)C2)C3)S1 (configuration not stated)
  97	80	92	82	97	93	88	100	95
25: O=C(Nc1ccc([As]=[As]c2ccc(NC(=O)c3ccccc3)cc2)cc1)c1ccccc1 (configuration not stated)
  -76*	-85*	-39*	-82*	-43*	-40*	-77*	-31*	-71*
26: N#Cc1c(N2CCNCC2)nc2c(c1C#N)CCCC2
  99	87	94	109	95	124	104	110	99
27: C=CCCN=C=S
  35	88	85	73	92	86	83	57	82
28: CC(=O)O[C@H]1C[C@@H]2OC3C=C(C)CCC3(C)[C@@]1(C)[C@@]21CO1 (some centres not stated)
  -45*	-25*	-11*	-8.4*	-15*	-12*	-20*	-3.3*	-11*
29: CC(Cl)CN(Cc1cc(O)c(CN(CC(C)Cl)CC(C)Cl)cc1O)CC(C)Cl (configuration not stated)
  60	87	90	.	78	.	89	65	84
30: CCCCCNCC(O)c1ccc(Cl)c(Cl)c1 (configuration not stated)
  85	90	104	100	133	111	108	101	93

Some entries already given, showing only NCI-H460:
No. | SMILES | NCI-H460
25 | O=C(Nc1ccc([As]=[As]c2ccc(NC(=O)c3ccccc3)cc2)cc1)c1ccccc1 (configuration not stated) | -31*
26 | N#Cc1c(N2CCNCC2)nc2c(c1C#N)CCCC2 | 110
27 | C=CCCN=C=S | 57

Next section
The line under a structure holds: NCI-H522	NCI-H226	NCI/ADR-RES	SK-OV-3	OVCAR-4	IGROV1	NCI-H322M	NCI-H460	NCI-H23
31: O=C(NC(=O)c1c(F)cccc1F)Nc1cc(Cl)c(OC(F)(F)C(F)C(F)(F)F)cc1Cl (configuration not stated)
  68	99	92	103	82	96	82	84	85
32: CC(C)(c1cc(Cl)c(O)c(Cl)c1)c1cc(Cl)c(O)c(Cl)c1
  105	99	99	112	107	106	115	102	104
33: Oc1c(Cl)c(Cl)c(Cl)c(Cl)c1Cl (tested in a mixture with another compound)
  121	89	111	98	94	93	108	106	111
34: O[C@@]12C[C@@H]([C@H]3CO[C@@H]1O3)n1ncnc1N2
  102	.	102	103	118	110	.	110	101
35: CC(C)=CCC/C(C)=C\COC(=O)Cc1ccccc1
  85	97	101	103	102	100	98	116	95
36: N#C[Se]CCN1C(=O)C2C(C1=O)[C@H]1C=C[C@@H]2S1 (some centres not stated)
  .	-55*	-11*	4.6*	25	-54*	-1.6*	2.9*	-12*
37: CC(C)C[C@H](N)C(=O)O
  121	101	105	114	114	110	109	100	114
38: O=CNC(O)C(Cl)(Cl)Cl (configuration not stated)
  .	99	110	121	107	96	97	105	106
39: CCCCC(C)N=C=S (configuration not stated)
  101	101	107	99	107	108	94	107	109
40: CN1CC2CCC(C1)C2=O
  92	103	106	92	103	94	88	104	106

Carrying on:
The line under a structure holds: NCI-H522	NCI-H226	NCI/ADR-RES	SK-OV-3	OVCAR-4	IGROV1	NCI-H322M	NCI-H460	NCI-H23
41: NCCc1ccc2c(c1)OCO2
  96	111	107	97	109	106	107	110	106
42: CCCCSSC(Cl)(Cl)Cl
  90	95	106	97	103	99	97	101	102
43: Cn1cc(-c2csc(-c3cn(CCCCN4CCCCC4)c4ccc(F)cc34)n2)c2cccnc21
  86	75	82	100	87	72	81	89	80
44: COC(C(=O)O)(c1ccccc1)c1ccccc1
  98	94	102	103	93	111	99	103	104
45: COc1cc2nc(Sc3cnc(N)s3)n(-c3ccccc3)c(=O)c2cc1OC
  98	97	109	100	114	87	99	112	103
46: C=CCCC1(CC(C)C)C(=O)NC(=S)NC1=O
  93	100	100	96	111	102	.	108	97
47: CCOP(=O)(NCCCOC)OCC
  84	101	108	95	110	98	108	107	100
48: CN(Cc1cccnc1)N=O
  90	92	100	99	102	100	.	103	96
49: CCOC(=O)c1cncn1C(C)c1ccccc1 (configuration not stated)
  94	105	109	103	109	107	101	118	118
50: COc1c(O)c2c3c(c1OC)-c1ccccc1CC3N(C)CC2 (configuration not stated)
  89	.	100	94	120	97	96	110	102

Continued:
The line under a structure holds: NCI-H522	NCI-H226	NCI/ADR-RES	SK-OV-3	OVCAR-4	IGROV1	NCI-H322M	NCI-H460	NCI-H23
51: CCOP(=O)(OCC)Oc1cc(C)c(N(C)C)c(C)c1
  100	.	91	111	101	110	122	109	111
52: CCCCCC(=O)c1c(O)c(OC)c(OC)[nH]c1=O
  41&39	82&94	82&68	81&103	39&41	77&73	85&90	73&65	67&55
53: c1ccc2c(NCCCCCCNc3c4c(nc5ccccc35)CCCC4)c3c(nc2c1)CCCC3
  62	.	66	88	66	71	103	86	67
54: C/C=C(\CC)C1(CCC)C(=O)NC(=S)NC1=O
  97	96	99	103	104	115	.	116	103
55: Nc1cccc2c1Oc1ccccc1O2
  .	86	113	184	115	2.6*	102	190	105
56: CCCCCCCCNC(c1ccc(Cl)cc1)C(O)c1ccc(Cl)cc1 (configuration not stated)
  94	106	95	94	84	93	102	106	92
57: CCCNP(=S)(NCCC)NCCC
  101	103	101	84	95	.	91	107	92
58: COC(=O)CC12CC(NC(=O)c3csc([C@@H](C[C@H](C(C)C)N(C)C(=O)[C@@H](NC(=O)[C@H]4CCCCN4C)C(C)C)OC(C)=O)n3)(C1)C2
  11	23	-24*	18	56	26	43	7.8*	21
59: O=C(NCCOc1ccc([N+](=O)[O-])cc1Cl)Nc1ccc(S(=O)(=O)F)cc1
  65	72	82	96	88	98	94	98	89
60: COc1ccc(CN2CCN(C(=O)COc3ccc(Cl)cc3)CC2)cc1
  85	91	91	98	75	100	98	98	89

Four entries from above, ordered by length of the SMILES, low to high.
The line under a structure holds: NCI-H522	NCI-H226	NCI/ADR-RES	SK-OV-3	OVCAR-4	IGROV1	NCI-H322M	NCI-H460	NCI-H23
39: CCCCC(C)N=C=S (configuration not stated)
  101	101	107	99	107	108	94	107	109
41: NCCc1ccc2c(c1)OCO2
  96	111	107	97	109	106	107	110	106
54: C/C=C(\CC)C1(CCC)C(=O)NC(=S)NC1=O
  97	96	99	103	104	115	.	116	103
34: O[C@@]12C[C@@H]([C@H]3CO[C@@H]1O3)n1ncnc1N2
  102	.	102	103	118	110	.	110	101

Next part
The line under a structure holds: NCI-H522	NCI-H226	NCI/ADR-RES	SK-OV-3	OVCAR-4	IGROV1	NCI-H322M	NCI-H460	NCI-H23
61: COc1cc(N(CCCl)CCCl)c(OC)cc1/C=N\Nc1nnc(C)n1N
  95	103	94	96	108	94	96	79	97
62: CCC(=O)C1(c2cccc(OC)c2)CCN(C)CC1
  92	105	109	94	103	97	100	110	97
63: CNC(Cc1ccccc1)c1ccc2c(c1)CCCC2 (configuration not stated)
  90	103	87	101	85	84	102	107	87
64: CC(CN(CCCl)Cc1ccccc1)Oc1ccccc1 (configuration not stated)
  94	106	101	132	105	96	102	105	93
65: C[N+](C)(C)Cc1ccccc1C[N+](C)(C)C
  85	101	99	103	108	104	98	106	94
66: CC(C)CNC(=O)CCl
  102	112	102	106	103	110	104	104	87
67: CC[C@H](C)[C@H](NC(=O)[C@H]1CCCCN1C)C(=O)N(C)[C@H](CC(=O)c1nc(C(=O)N[C@@H](Cc2ccccc2)C[C@H](C)C(=O)O)cs1)C(C)C
  -9.5*	92	113	91	106	76	107	91	93
68: C=CCOC(=O)C(Br)CC (configuration not stated)
  99	101	107	105	108	115	108	104	99
69: O=[N+]([O-])c1ccc(OCc2ccc(S(=O)(=O)F)c(Cl)c2)c(Cl)c1
  89	93	102	107	102	100	116	115	99
